Screening data: PubChem BioAssay, several laboratories
ABCG2 inh – blocks JC-1 efflux by human ABCG2 transporter; AID 1325; IgMXP3 cells, flow cytometry; 190,000 tested, 0.1% active; inhibition, % at 6.6 µM;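 active = inhibition above 80%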;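 note: 0% = DMSO and 100% = nicardipine control wells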
Target sequence (Q9UNQ0 whole entry, looked up): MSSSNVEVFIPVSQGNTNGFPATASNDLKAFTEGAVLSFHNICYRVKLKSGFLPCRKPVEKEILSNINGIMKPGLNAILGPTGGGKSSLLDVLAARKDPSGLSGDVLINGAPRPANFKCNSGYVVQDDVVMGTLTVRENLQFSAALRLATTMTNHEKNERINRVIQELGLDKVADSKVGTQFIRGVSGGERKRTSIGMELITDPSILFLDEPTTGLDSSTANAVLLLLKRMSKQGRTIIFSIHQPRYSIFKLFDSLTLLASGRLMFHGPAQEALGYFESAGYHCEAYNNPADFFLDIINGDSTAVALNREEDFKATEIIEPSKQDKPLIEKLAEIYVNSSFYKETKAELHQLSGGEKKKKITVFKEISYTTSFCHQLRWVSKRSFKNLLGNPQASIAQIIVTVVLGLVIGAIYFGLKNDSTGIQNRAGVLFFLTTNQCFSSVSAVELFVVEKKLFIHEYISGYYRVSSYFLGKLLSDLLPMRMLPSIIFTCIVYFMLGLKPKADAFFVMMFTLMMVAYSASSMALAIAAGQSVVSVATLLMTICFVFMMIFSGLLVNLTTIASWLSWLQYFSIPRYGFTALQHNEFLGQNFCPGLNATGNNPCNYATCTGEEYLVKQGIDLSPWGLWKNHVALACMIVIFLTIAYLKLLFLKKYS
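Test system: ABCG2 IgMXP3 and barcoded ABCB1 CCRF-Adr cell mix; Schedule: cells with compound and JC-1, 10 min at 25 °C, rotating, no wash; Technique: flow cytometry of retained JC-1 fluorescence; Measure: % inhibition of efflux relative to nicardipine and DMSO; Controls: nicardipine high and DMSO low controls.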
Mcl1-Noxa inh – Mcl-1/Noxa interaction inhibition. Q07820. TR-FRET Mcl-1/Noxa peptide binding, 2 h. inhibition, % at 21.7 µM. 220,000 tested, 1.5% active. AID 1022;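 active = compounds that cut the protein-peptide binding signal by more than 50% relative to plate controls in a single-dose test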;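 note: His-tagged Mcl-1 with rhodamine Noxa BH3 peptide and terbium anti-His antibody; 0% = Mcl-1 plus Noxa peptide wells and 100% = peptide-only wells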
Target sequence (Q07820 whole entry, looked up): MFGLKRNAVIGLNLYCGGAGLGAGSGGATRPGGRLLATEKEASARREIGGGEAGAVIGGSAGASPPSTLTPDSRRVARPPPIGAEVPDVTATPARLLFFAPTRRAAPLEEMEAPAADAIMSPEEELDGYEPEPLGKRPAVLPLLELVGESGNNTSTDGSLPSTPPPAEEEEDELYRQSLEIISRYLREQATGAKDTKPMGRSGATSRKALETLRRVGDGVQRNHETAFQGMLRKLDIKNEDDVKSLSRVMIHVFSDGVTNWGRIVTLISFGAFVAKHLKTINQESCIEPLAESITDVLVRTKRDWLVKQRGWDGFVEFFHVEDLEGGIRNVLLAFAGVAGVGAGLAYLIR
RGS4-Gao reg – modulates binding of RGS4 to human Galphao; P09471; Multiplexed bead flow cytometry; actives lie on both sides; binding response (% of control), % at 10 µM; 220,000 tested, 0.33% active; AID 1415; in the data active = binding response below about 49% or above about 150%; inactive = in between;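 note: fluorescent Galphao activated with aluminum fluoride binding bead-coupled RGS4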
ABCB1 block – human ABCB1 inhibition, ABCG2 as counter-screen; P08183; CCRF-Adr cells, JC-1 efflux, flow cytometry; inhibition, % at 6.6 µM; 190,000 tested, 0.067% active; AID 1326; in the data active = inhibition above about 40%;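 note: 0% = vehicle and 100% = reference inhibitor; higher value means more JC-1 retained so stronger ABCB1 efflux block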
Pf gamet viab – kills late stage P. falciparum gametocytes. inhibition, % at 10.9 µM. 150,000 tested, 0.065% active. P. falciparum stage V gametocytes, ATP luminescence, 24 h. AID 743093;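 active = inhibition above the mean plus 3 SD of compounds within the control limits, set per campaign, cut at about 38% in these data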;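 note: 0% = DMSO wells and 100% = medium only without gametocytes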
RGS8-Gao reg – modulates binding of RGS8 to human Galphao | P09471 | multiplexed bead flow cytometry; actives lie on both sides | response (percent of control binding), % at 10 µM | 220,000 tested, 0.34% active; in the data active = response below about 60% or above about 140%; inactive = in between;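 note: Galphao activated as the GDP aluminium fluoride complex binding bead-coupled RGS8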
Avidin fluor – avidin bead compound fluorescence profile; Avidin beads, compound fluorescence 488/530 nm, flow cytometry; stronger effect = higher value; fluorescence (KMESF) at 10 µM; 220,000 tested, 0.38% active; AID 1775; in the data active = fluorescence above about 47; note: inactives centre near 10
Mcl1-Bid inh – disrupts binding of human Mcl-1 to Bid peptide; Q07820; TR-FRET Mcl-1/Bid-Dy647 peptide binding, 1536-well; inhibition, % at 21.7 µM; 220,000 tested, 0.97% active; AID 1021;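 active = compounds that cut the binding signal by more than half at the single screening dose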;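 note: His-tagged Mcl-1 with europium anti-His antibody binding Bid BH3 peptide; 0% = Mcl-1 plus peptide wells and 100% = peptide-only wells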
GSH fluor – GSH bead compound fluorescence profile; GSH beads flow cytometry, compound fluorescence 488/530 nm; stronger effect = higher value; fluorescence (KMESF) at 10 µM; 190,000 tested, 0.25% active; AID 1776; in the data active = fluorescence above about 89;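 note: glutathione beads carrying GST-tagged Bcl family fusion proteins plus one bare bead set; values are compound well signal with DMSO vehicle wells as background; inactives centre near 16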
RGS7-Gao – regulators of human RGS7-Galphao interaction | binding response (% of control), % at 10 µM | P09471 | 220,000 tested, 0.35% active | Multiplexed bead flow cytometry, RGS7-Galphao binding; actives lie on both sides; in the data active = binding response below about 49% or above about 150%; inconclusive = no clear call, values can overlap the other calls; inactive = in between;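 note: fluorescent Galphao held in activated GDP-AlF4 state binding bead-coupled RGS7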
Bim-Mcl-1 – inhibitors of Bim-Mcl-1 interaction, human | Q07820 | Bead-based flow cytometry, Bim peptide-Mcl-1 binding | inhibition, % at 10 µM | 190,000 tested, 0.1% active | AID 1009; in the data active = inhibition above about 40%;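 note: 0% = no compound tracer wells and 100% = peptide blocker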
Active calls of the source: *; ? = inconclusive; / = no result given; + = active, no number.

Under each structure – ABCG2 inh, Mcl1-Noxa inh, RGS4-Gao reg, ABCB1 block, Pf gamet viab, RGS8-Gao reg, Avidin fluor, Mcl1-Bid inh, GSH fluor, RGS7-Gao, Bim-Mcl-1
1: COc1ccc2nc(NC(=O)CSc3nnc(C)n3N)sc2c1
  /, -2.2, 107.3, /, -20.0, 101.6, 17, 2.4, /, ?, /
2: CC(=O)OCCc1c(C)nc2nc[nH]n2c1=O
  1.2, 6.2, 93.5, 0.2, /, 99.8, 5, -2.1, 48, 95.1, 3.0
3: Clc1ccc2c(c1)C(N1CCNCC1)Cc1ccccc1S2 (centres undefined)
  -0.1, 30.9, 105.2, 0.1, /, 103.7, 24, -0.7, 17, 102.9, 2.0
4: Cc1ccc(NCC(=O)N/N=C/c2ccc(-c3cccc(C(F)(F)F)c3)o2)cc1
  4.3, 15.0, 97.7, -0.6, 9.5, 96.2, 10, 4.6, 12, 95.4, -6.0
5: O=C(COC(=O)CCC(=O)c1ccc(Cl)cc1)NCCc1ccccc1
  0.6, 7.2, 102.2, 0.1, /, 102.9, 11, -1.8, 14, 100.8, 4.0
6: O=C(NC1CCCC1)c1cccnc1N1CCCCCC1
  0.5, 3.0, 90.5, 0.3, -6.7, 94.6, 16, -12.0, 4, 92.2, 2.0
7: O=C(CC(Nc1ccc(F)cc1)C(=O)O)c1ccccc1 (centres undefined)
  58.1, 12.2, 97.5, 0.9, /, 96.5, 14, 1.8, 37, 92.7, -10.0
8: O=C1c2ccccc2NC(c2ccc3c(c2)OCO3)N1O (centres undefined)
  0.1, -9.4, 100.2, 0.1, /, 98.8, 36, 3.6, 17, 98.6, -2.0
9: CCc1n[nH]c(=S)n1/N=C/c1ccc(N(C)c2ccccc2)cc1
  -5.1, -42.2, 101.6, -2.6, -10.2, 100.7, 3, -29.4, 20, 99.6, -5.0
10: CC1(c2ccccn2)Nc2ccccc2-c2nc3ccccc3n21 (centres undefined)
  4.3, 4.3, 99.4, 1.3, 11.4, 99.2, 15, -40.5, 22, 97.1, -1.0
11: Cc1onc(CO)c1C(=O)Nc1nccs1
  0.3, 1.1, 96.1, -0.1, -0.5, 101.3, 23, -4.0, 11, 93.7, -1.0
12: CCOC(=O)CSc1nnc(-c2ccc(Cl)cc2Cl)o1
  5.0, 9.2, 103.4, 0.7, -2.4, 102.1, 14, -26.2, 62, 98.7, 3.0
13: CCOc1ccc2ncc(S(=O)(=O)c3ccc(C)cc3)c(N3CCC4(CC3)OCCO4)c2c1
  5.9, -16.1, 101.6, 5.5, 0.5, 100.2, 13, 5.8, 13, 100.5, -1.0
14: CCc1ccc(/C=C2\SC(=S)N(CCCC(=O)Nc3nccs3)C2=O)cc1
  -2.1, 20.6, 101.6, -0.5, /, 101.9, 11, 14.3, 11, 98.5, -2.0
15: CCn1c(SCC(=O)Nc2ccc(S(=O)(=O)Nc3ccccn3)cc2)nnc1-c1ccncc1
  0.8, 6.5, 97.5, 0.3, -11.6, 99.1, 7, 15.4, 21, 99.8, 2.0
16: OCCNc1ncnc2c1ncn2Cc1ccccc1
  0.6, 6.2, 105.7, 0.1, 2.3, 105.3, 8, 9.9, 6, 104.5, 2.0
17: CCCc1nnc(NC(=O)Nc2ccccc2OC)s1
  14.8, 2.0, 103.3, 1.0, -31.8, 99.3, 4, -33.9, 11, 108.2, -4.0
18: O/N=C1\CCC\C1=C/c1ccco1
  25.2, 3.7, 97.6, 0.3, /, 98.4, 26, -22.6, 20, 93.9, -1.0
19: COC(=O)c1c(NC(=O)c2cccs2)sc2c1CCCC2
  2.0, -5.8, 97.1, 0.1, -20.8, 99.3, 7, -8.0, 19, 98.9, 0.0
20: CCCCN(CC)C(=O)c1ccc2c(c1)OCO2
  0.5, 1.6, 101.5, 0.1, /, 104.8, 11, -6.3, 10, 100.6, -1.0
21: CN(C(=O)COc1ncnc2sccc12)c1ccccc1
  1.9, -2.0, 100.5, 0.8, 4.8, 101.0, 9, -42.4, 11, 100.7, 4.0
22: COC(=O)c1nc2n(n1)C(c1cc(OC)ccc1OC)C(C(=O)OC1CCCCC1)=C(C)N2 (centres undefined)
  2.3, 10.7, 99.8, 3.9, -3.7, 101.3, 9, -5.5, 16, 102.2, -1.0
23: OCc1cn(-c2ccc(Cl)cc2)nn1
  3.2, -2.0, 95.8, 1.2, -7.4, 99.1, 21, -3.1, 12, 97.5, -5.0
24: O=C(/C=C/c1ccco1)NCC1(c2ccccc2)CCCC1
  3.9, 9.1, 98.2, 1.2, -8.4, 90.4, 1, -38.0, 9, 98.0, -7.0
25: Cc1nc(SCCOc2ccccc2F)[nH]c(=O)c1Cc1ccccc1
  8.9, 26.6, 99.6, 0.2, 5.3, 98.7, 10, 3.0, 13, 97.9, -8.0
26: CCC(C)c1ccccc1NC(=O)c1cccnc1 (centres undefined)
  0.3, 19.6, 104.5, -0.1, /, 103.6, 17, -31.7, 38, 105.3, 1.0
27: CCOC(=O)C(C(=O)OCC)c1cc(Br)c2noc3c2c1C(=O)c1ccccc1-3
  +, 57.0*, 94.0, 156.0*, /, 79.2, 3, -14.3, 10, 75.6, 42.0*
28: CCOC(=O)CS(=O)(=O)c1ccc(C(F)(F)F)cn1
  1.9, 3.2, 99.4, 0.3, -3.6, 102.0, 12, -7.3, 18, 100.0, 1.0
29: COc1ccc(C(=O)c2oc3ccccc3c2NC(C)=O)cc1
  6.3, 30.2, 105.6, 1.0, 4.1, 101.9, 2, -3.4, 46, 106.0, 17.0
30: CCOC(=O)C(C(=O)NCc1cccc(OC)c1)c1ncc(C(F)(F)F)cc1Cl (centres undefined)
  8.1, 27.4, 103.0, 2.4, -0.9, 106.6, 27, 0.1, 12, 106.9, 0.0
31: COc1cc2[nH]c(=O)n(CCC(=O)N3CCN(c4cccc(C)c4C)CC3)c(=O)c2cc1OC
  2.9, 21.4, 99.8, 0.5, /, 98.8, 37, 53.7*, 24, 98.7, -3.0
32: CCOc1ccccc1NC(=O)Cn1[nH]c(=O)c2ccccc2c1=O
  6.1, -23.1, 100.8, 1.3, /, 101.4, 11, -31.5, 11, ?, 0.0
33: COc1ccc(Nc2cc(C(=O)NCc3ccco3)c3ccccc3n2)c(OC)c1
  38.0, 13.4, 92.4, 6.4, 3.2, 96.9, 6, -83.4, 15, 90.5, -5.0
34: NC(=S)N=Nc1c(O)[nH]c2c(Br)cc(Br)cc12
  -4.2, 40.0, 93.2, -0.8, -23.9, 97.4, 10, -44.0, 17, ?, 2.0
35: COC(=O)c1cnn(-c2ccccc2)c1C(OC)OC
  /, -12.6, 104.5, /, 4.4, 103.0, 6, -5.7, /, ?, /
36: CSCCC1NC2(C(=O)Nc3c(Cl)cccc32)[C@@H]2C(=O)N(C3CCCC3)C(=O)[C@H]12 (some centres undefined)
  5.9, 3.1, 94.7, 1.7, -40.7, 91.5, 10, -11.1, 26, 96.8, -5.0
37: Cc1ccccc1NNC(N)=S
  -0.5, 16.1, 104.0, 0.5, 22.0, 100.9, 20, -27.1, 12, ?, -1.0
38: COc1ccc(OCCC(=O)OCC(=O)Nc2ccc(S(=O)(=O)N3CCOCC3)cc2)cc1
  1.3, -1.4, 104.9, 0.4, /, 102.7, 24, -10.7, 10, 104.3, -2.0
39: COc1cccc(CNC(=O)CSCc2cnn(-c3ccccc3)c2-n2cccc2)c1
  -0.3, 15.6, 107.5, -0.4, 0.9, 105.2, 9, -5.0, 54, 98.0, 1.0
40: Nn1c(SCc2ccccc2F)nnc1-c1cccnc1
  /, 9.2, 94.8, /, 5.9, 95.2, 4, -18.2, /, ?, /

Retrieved one by one from the entries so far (2):
Under each structure – ABCG2 inh, Mcl1-Noxa inh, RGS4-Gao reg, ABCB1 block, Pf gamet viab, RGS8-Gao reg, Avidin fluor, Mcl1-Bid inh, GSH fluor, RGS7-Gao, Bim-Mcl-1
32: CCOc1ccccc1NC(=O)Cn1[nH]c(=O)c2ccccc2c1=O
  6.1, -23.1, 100.8, 1.3, /, 101.4, 11, -31.5, 11, ?, 0.0
27: CCOC(=O)C(C(=O)OCC)c1cc(Br)c2noc3c2c1C(=O)c1ccccc1-3
  +, 57.0*, 94.0, 156.0*, /, 79.2, 3, -14.3, 10, 75.6, 42.0*

Further records
Under each structure – ABCG2 inh, Mcl1-Noxa inh, RGS4-Gao reg, ABCB1 block, Pf gamet viab, RGS8-Gao reg, Avidin fluor, Mcl1-Bid inh, GSH fluor, RGS7-Gao, Bim-Mcl-1
41: O=C1c2cccnc2C(O)N1Cc1ccccc1 (centres undefined)
  5.5, -0.1, 94.1, -0.3, /, 97.1, 13, -20.2, 30, 91.0, -3.0
42: O=C(NCCCO)c1ccc2[nH]c3c(c2c1)CCCC3
  0.5, 8.0, 84.5, 0.1, -5.3, 81.1, 11, -69.7, 11, 88.8, 1.0
43: O=C(CN(Cc1ccccc1)S(=O)(=O)c1ccc2c(c1)OCCO2)N/N=C/c1ccc(F)cc1
  3.6, -1.8, 111.8, 1.0, /, 105.3, 18, 6.1, 9, 104.4, -3.0
44: Fc1cc(F)c2nc(N3CCCCC3)sc2c1
  5.2, 28.6, 100.4, 0.2, /, 104.1, 12, -12.1, 77, 100.4, -1.0
45: CCOc1ccccc1NC(=O)c1c(NC(=O)CCC(=O)O)sc2c1CCCCC2
  7.7, 8.1, 100.3, -0.2, /, 102.2, 11, -40.5, 12, 92.4, 3.0
46: COc1ccc(C2SC[C@@H](C(=O)O)N2C(C)=O)cc1 (some centres undefined)
  1.1, -1.4, 101.8, 0.4, /, 104.4, 31, -18.4, 14, 96.3, 0.0
47: Cn1c(-c2sccc2OCc2ccc(Cl)cc2Cl)n[nH]c1=S
  -4.4, 24.6, 100.0, -1.6, 2.8, 98.1, 11, -12.2, 9, ?, -1.0
48: CC(=O)c1cccc(-n2nnnc2SCC(=O)Nc2ccccc2N2CCCCC2)c1
  1.1, 14.7, 93.7, 1.1, /, 124.3, 5, -16.6, 21, 99.1, 0.0
49: Cc1cc(C)nc(NC(=O)c2c(Cl)cccc2Cl)n1
  0.3, 7.7, 99.2, 0.3, /, 100.6, 8, -14.9, 23, 96.7, 2.0
50: Cc1ccc(NC(=O)COC(=O)c2cccc3c(=O)c(C)c(-c4ccccc4)oc23)cc1
  13.1, -9.2, 102.1, 1.7, 4.1, 100.8, 14, -6.4, 6, 100.9, -3.0
